SENP6 block: blocks the human protease SENP6; Q9GZR1; Recombinant SENP6 catalytic domain, aminoluciferin luminescence; inhibition, % at 10 µM; 1.8% of 330,000 active; AID 2599;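 active means inhibition above about 50% at the single tested dose, limit read from the data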;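 further: plate controls were DMSO wells with enzyme for no effect and DMSO wells lacking enzyme for full effect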
PfGluPho inh: PfG6PD (Plasmodium falciparum) enzyme inhibition. AID 504690. 0.78% of 350,000 active. inhibition, % at 20 µM. PfGluPho enzyme, NADPH resazurin-diaphorase fluorescence;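 active means inhibition reaching at least a set limit at 20 µM in the primary screen, cut at about 59% in these data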;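 further: 0% = DMSO wells with substrate and 100% = DMSO wells lacking glucose-6-phosphate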
HKDC1 inh: inhibitors of human hexokinase HKDC1; inhibition, % at 20 µM; 0.16% of 340,000 active; recombinant HKDC1, G6PDH/diaphorase resazurin coupled fluorescence;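 active means inhibition above about 35% when tested at 20 µM, limit read from the data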;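 further: plate controls were DMSO wells with enzyme for no effect and DMSO wells lacking enzyme for full effect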
Target sequence (Q2TB90 whole entry, looked up): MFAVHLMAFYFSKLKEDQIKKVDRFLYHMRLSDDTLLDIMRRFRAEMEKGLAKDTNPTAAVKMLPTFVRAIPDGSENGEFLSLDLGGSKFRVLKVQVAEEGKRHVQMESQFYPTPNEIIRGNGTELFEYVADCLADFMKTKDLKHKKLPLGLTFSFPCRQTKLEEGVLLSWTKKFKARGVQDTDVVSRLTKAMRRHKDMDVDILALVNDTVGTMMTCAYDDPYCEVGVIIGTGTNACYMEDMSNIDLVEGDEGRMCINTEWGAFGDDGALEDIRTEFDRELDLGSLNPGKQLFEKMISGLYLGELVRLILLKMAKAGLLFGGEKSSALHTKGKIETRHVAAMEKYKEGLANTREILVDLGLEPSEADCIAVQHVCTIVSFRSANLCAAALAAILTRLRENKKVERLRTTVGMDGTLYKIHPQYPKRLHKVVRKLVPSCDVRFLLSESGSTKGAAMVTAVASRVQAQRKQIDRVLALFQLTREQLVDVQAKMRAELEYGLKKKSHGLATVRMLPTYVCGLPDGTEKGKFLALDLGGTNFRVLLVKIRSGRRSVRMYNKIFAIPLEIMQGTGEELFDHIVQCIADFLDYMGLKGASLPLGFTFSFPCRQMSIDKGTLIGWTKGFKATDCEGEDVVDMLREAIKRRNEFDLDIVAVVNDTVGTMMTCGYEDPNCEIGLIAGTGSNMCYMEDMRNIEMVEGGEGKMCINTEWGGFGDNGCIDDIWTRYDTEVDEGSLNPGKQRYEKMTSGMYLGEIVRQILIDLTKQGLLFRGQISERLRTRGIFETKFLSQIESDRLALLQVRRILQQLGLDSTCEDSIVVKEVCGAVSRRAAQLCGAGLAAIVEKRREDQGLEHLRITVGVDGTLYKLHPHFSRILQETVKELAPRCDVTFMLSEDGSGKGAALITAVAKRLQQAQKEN
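Test system: recombinant HKDC1 (HK5) hexokinase enzyme, produced in-house / Doses: 20 µM test compound, 1% DMSO / Timing: 90 min, room temperature / Detection: G6PDH/diaphorase-coupled fluorescence, 1 mM NADP, 100 µM resazurin, 525/613 nm / Control set: DMSO wells with and without enzyme mix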
SENP7 inh: inhibitors of human SENP7 protease; recombinant SENP7, Z-RLRGG-aminoluciferin luminescence, 40 min; inhibition, % at 5 µM; 1.5% of 330,000 active; AID 434973;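 active means inhibition above about 50% at the single test dose, limit read from the data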;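 further: plate controls were DMSO with enzyme for no effect and no enzyme buffer wells for full effect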
GRIN3A LBD mod: NR3A (human) ligand-binding domain modulation | NR3A LBD differential scanning fluorimetry, Tm shift; 0% = protein alone, 100% = glycine-bound protein | Tm shift relative to glycine control, % at 25 µM | 2.5% of 340,000 active | AID 1259313;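 active means melting temperature shift of at least 10% of the positive control shift, at one fixed dose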
SENP8 block: SENP8 (human) protease inhibition. Q96LD8. recombinant SENP8, Nedd8 substrate fluorescence. inhibition, % at 20 µM. 0.64% of 360,000 active. AID 602440; in the data active means inhibition mostly above about 40%, no sharp cut-off; inactive means mostly below about 27%
MPTP inh: inhibitors of mitochondrial permeability transition pore; isolated mouse mitochondria, Ca2+ swelling absorbance, 30 min; 1.4% of 360,000 active; inhibition, % at 10 µM;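 active means inhibition of 50% or more, scaled per plate between neutral and stimulator controls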;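 further: 0% = DMSO wells given calcium and 100% = 1 mM EGTA wells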
ATG4B inh: ATG4B (human) cysteine protease inhibition; Q9Y4P1; AID 504462; inhibition, % at 8.33 µM; 0.51% of 340,000 active; ATG4B cleavage of LC3-PLA2, NBD-HPC fluorescence, 1 h; in the data active means inhibition above about 40%
Active calls of the source: *; . = not tested or not shown; & = joins results of further samples. This is a random part of the collection; overall some 6.9% were active at least once.

SMILES	SENP6 block	PfGluPho inh	HKDC1 inh	SENP7 inh	GRIN3A LBD mod	SENP8 block	MPTP inh	ATG4B inh
Cc1[nH]c2ccc(C(=O)NCCCN3CCCC3)cc2c1C	-9	20	-4	2	2	1	-1.4	-9
Cc1ccccc1CSCc1nc2ccccc2[nH]1	0	-13	11	4	0	5	1.8	-1
CC(C)c1ccc(O)c(N)c1	7	34	-2	5	1	32	0.9	2
CCn1c(SCC(=O)c2[nH]c(C)c(C(C)=O)c2C)nnc1-c1cccs1	13	26	5	-1	0	6	28	-7
Cc1ccc(-n2nc(C)cc2NC(=O)c2ccc(C)s2)cc1	-16	5	-9	-6	2	10	-0.9	-7
N=C(N=C(N)N)N1CCc2ccccc21	-4	0	-5	4	1	3	-0.2	-6
Cc1cc(NC(=O)CCC(=O)N(c2ccccc2)C(C(=O)NC2CCCC2)c2ccncc2)no1 (centres undefined)	-24	-6	-6	-2	0	17	0.8	-8
COc1cccc(/C=C/C(=O)OCC(=O)c2c[nH]c3ccccc23)c1	-1	-12	2	4	6	-166	-2.1	18
Cc1cc(Br)c2nc3c(c(C(=O)O)c2c1)CCCCC3	.	7	-6	.	-2	10	-10	3
O=C(c1ccc(NC(=O)C2(c3ccccc3)CCOCC2)cc1)N1CCOCC1	2	-6	-1	4	-3	17	1.9	-12
Cc1cc(OCC(=O)Nc2ccc(CN3CCOCC3)cc2)ccc1Cl	-5	-1	-6	-16	-5	12	-0.2	4
O=c1[nH]c(CN2CCN(S(=O)(=O)/C=C/c3ccccc3)CC2)nc2ccccc12	2	17	4	2	-1	-5	-1.1	-13
COCC(=O)Nc1ccccc1Br	-7	-3	-11	5	0	19	-0.8	-5
COc1cc(NC(=O)COC(=O)c2cc(S(=O)(=O)N3CCOCC3)ccc2F)cc(OC)c1	10	-1	-1	2	-1	-23	0.0	-4
COC(=O)c1cc(S(=O)(=O)N2CCCC(C)C2)c[nH]1 (centres undefined)	1	19	-3	3	0	14	-2.1	-3
COc1ccc2nc(SCC(=O)Nc3ccccc3OC)[nH]c2c1	-16	11	11	2	-1	-3	1.1	-9
O=C(CCS(=O)(=O)c1ccc(Br)cc1)NCc1cccs1	0	-8	-1	-1	3	19	-0.4	12
CN(CC(=O)Nc1cccc(F)c1)C(=O)c1cc(=O)[nH]c2ccccc12	-12	-16	-4	10	0	-142	0.1	-4
CC(=O)c1sc(NCc2ccc(C)cc2)nc1C	-7	-16	-4	6	1	7	0.0	-8
c1csc(-c2nnc(N3CCOCC3)c3ccccc23)c1	-1	6	-6	3	-1	-6	1.4	-1
COc1ccccc1OCC(=O)Nc1ccc(-c2nnc(-c3ccco3)o2)cc1	-7	8	-5	1	-5	-432	0.3	-4
COc1ccc(NC(=O)CCC(=O)Nc2nnc(C3CCCCC3)s2)c(OC)c1	4	-10	-2	-3	0	4	-0.8	4
O=C(COC(=O)c1cccc(F)c1)NCCC1=CCCCC1	-22	-1	-5	-11	-1	12	-0.2	5
COCCCNC(=O)CN1C(=O)c2cccc3cccc1c23	1	2	-6	-3	-2	-162	-0.2	-1
Cc1ccccc1OCC1CN(CN2CCOCC2)C(=O)O1 (centres undefined)	-13	10	-4	-6	3	11	0.1	-10
CN(CCCNC(=O)C1CCN(S(=O)(=O)c2cccc3nsnc23)CC1)Cc1ccccc1	-3	-11	4	5	-1	25	3.4	1
Cc1cc(C)cc(OCc2nc(-c3cccnc3)no2)c1	-12	3	-2	-2	0	22	1.0	2
O=C(CCN1C(=O)C2C3C=CC(C4CC34)C2C1=O)Oc1ccccc1 (centres undefined)	-9	1	-5	-4	0	10	1.5	-11
COc1ccc2c(CC(=O)OCC(=O)Nc3ccc4c(c3)OCO4)coc2c1	-2	13	1	4	-24	20	0.9	-11
COc1ccc(OC)c(C2C(C(=O)c3cc4ccccc4o3)=C(O)C(=O)N2c2cc(C)on2)c1 (centres undefined)	1	-19	-2	1	-14	-94	2.7	-11
COc1ccc(CNC(=O)C[C@H]2C[C@H](C(=O)N3CCCCC3)[C@@]3(CCc4ccccc4)c4[nH]c5ccc(Cl)cc5c4CCN3C2=O)cc1OC	.	9	16	1	-4	16	-2.7	-6
S=C(NCCc1ccccc1)N1CCN(C2CCCCC2)CC1	17	1	4	-8	0	13	0.4	-1
CCOc1ccc2nc(NC(=O)CCn3cccc3)sc2c1	-3	11	0	1	-1	-4	-0.1	-7
Cc1ccccc1C(=O)NC(C(N)=O)P(=O)(OC(C)C)OC(C)C (centres undefined)	0	-13	-2	-1	1	2	0.3	1
COCCN1C(=O)N[C@@H](c2cccc(C(F)(F)F)c2)[C@H](C(C)=O)[C@H]1C	5	-2	-2	0	2	25	0.3	-7
O=C(NC1(C(F)(F)F)N=C2SCCN2C1=O)c1ccccc1 (centres undefined)	7	-6	1	9	1	20	1.1	-8
COc1ccc(OC)c(S(=O)(=O)Nc2c(NC3CCCCC3)c3ccccc3oc2=O)c1	-11	-3	2	5	-6	-39	0.7	6
Cc1cc(C)cc(NC(=S)NN)c1	-2	-4	-3	4	-3	7	2.7	6
COCCn1c(=NC(=O)c2cc(-c3cccs3)nc3ccccc23)sc2cc(S(N)(=O)=O)ccc21	-15	1	-6	-3	28*	-342	-1.5	-4
COc1ccc(OC)c(NC(=O)C(=O)/C=C(\O)c2cc(OC)ccc2OC)c1	13	-18	-3	2	-8	17	0.5	1
Cc1ccc(N/C(N)=N/c2nc(CSc3ccccn3)cc(=O)[nH]2)c(C)c1	5	8	8	10	-4	15	3.7	-2
O=C(CCCOc1ccccc1)N1CCN(c2ccc(F)cc2)CC1	0	0	-6	0	-1	17	-0.2	-6
Cc1ccc(C(=O)Nc2cccc(C(F)(F)F)c2)cc1NC(=O)c1nccn1C	-13	9&4	-2	4	-3	-3&14	0.9&0.0	12
COc1ccc(C(=O)Nc2ccc3c(c2)C(=O)c2ccccc2C3=O)cc1OC	-12	0	9	6	-4	20	-2.0	-2
O=c1cc(COc2ncnc3ccccc23)nc2sccn12	-7	1	-6	-3	0	-11	-0.8	-6
Cn1c(SCC(=O)Nc2nc(C(C)(C)C)cs2)nnc1C1CC1	-21	4	-5	5	-1	2	-1.5	-2
CC(C)c1ccc(NC(=O)CN2CCN(c3ccccn3)CC2)cc1	-8	5	-1	-2	1	13	0.0	-4
CC(C)C[C@H](NC(=O)c1[nH]cnc1C(=O)N[C@@H](Cc1ccccc1)C(=O)OCc1ccccc1)C(=O)OC(C)(C)C	-17	13	-2	7	0	4	-0.7	-6
Cc1cccc(NC(=O)C2CCCN(C(=O)Nc3ccccc3)C2)c1C (centres undefined)	-11	4	2	-4	-2	0	0.3	1
CCOC(=O)c1cc(C(=O)Nc2ccc(S(=O)(=O)Nc3ccc(OC)cc3)cc2)nn1C	-71	.	.	-7	.	13	1.8	.
CCOc1cccc2sc(Nc3nc4ccc(NC(C)=O)cc4s3)nc12	-9	4	-9	4	26*	-416	1.2	-34
CCc1cc(=O)oc2cc(C)cc(OCC(=O)NCCCN3CCOCC3)c12	-7	-16	1	-16	0	-332	0.0	6
COc1ccc(NC(=O)C(c2cc3c(cc2[N+](=O)[O-])OCO3)N(C)Cc2ccccc2)cc1 (centres undefined)	-9	21	2	-5	9	-21	1.8	-15
CN(C1CCS(=O)(=O)C1)S(=O)(=O)c1cccs1 (centres undefined)	-6	-8	-5	-2	-1	8	-0.6	0
NC(=O)NNC(=S)Nc1cccc2ccccc12	6	19	-2	-1	0	-84	-0.9	-1
Cc1ccc(NC(=O)c2cc(S(=O)(=O)N3CCOCC3)cn2C)c(C)c1	-39	-10	-5	16	-4	7	-1.3	-5
COC(=O)c1ccccc1NC(=O)CSc1nnnn1C1CCCCC1	-10	-5	-1	-7	1	5	2.2	-17
C[C@@H]1CN([C@@H](C)CO)C(=O)c2cccc(NC(=O)C3CCCCC3)c2O[C@@H]1CN(C)Cc1ccc(Cl)c(Cl)c1	4	19	1	3	-10	7	-0.6	-16
CC(C)(C)N1CC(c2nc3ccccc3n2Cc2ccc(F)cc2)CC1=O (centres undefined)	-1	23	-4	2	2	-11	-4.8	-12
CC(C)c1nnc(NC(=O)CCS(=O)(=O)c2nc(-c3cccs3)cc(C(F)(F)F)n2)s1	6	1	4	-1	2	-10	2.2	1
Following part
SMILES	SENP6 block	PfGluPho inh	HKDC1 inh	SENP7 inh	GRIN3A LBD mod	SENP8 block	MPTP inh	ATG4B inh
CCCN(CC(=O)Nc1ccccc1OC)C(=O)Cc1ccc2c(c1)CCC2	5	49	7	1	0	0	-0.6	-2
O=C(NC1(C(F)(F)F)N=C2SCCN2C1=O)c1cccnc1 (centres undefined)	-3	-7	2	0	-1	14	-0.3	-8
CCN(CC(=O)Nc1ccc2c(c1)OCO2)Cc1nc2ccccc2c(=O)[nH]1	-3	5	9	-11	2	5	0.2	1
O=C(CNC(=S)N(Cc1ccccc1Cl)C1CCCC1)NCCCN1CCOCC1	-8	3	-6	-5	3	35	-0.8	2
Cn1cc(C(CO)Cc2ccccc2)c2ccccc21 (centres undefined)	-10	88*	-4	2	4	1	-0.3	2
COc1ccc(CN(CC(=O)NCC2CCCO2)C(=O)CNS(=O)(=O)c2ccccc2)cc1 (centres undefined)	-13	4	-8	-4	4	3	-1.1	-8
CCOc1cc(C(=O)N[C@@H](C)C(=O)N2CCC3(CC2)NCCc2[nH]cnc23)cc(OCC)c1OCC	-36	-99	-3	-9	-6	8	-0.7	8
C=C(C)Cn1c(CCNC(=O)c2ccco2)nc2ccccc21	-14	-2	-7	0	-2	11	0.8	-5
Cc1ccc(COc2cccc(/C=N/NC(=O)c3nnn(-c4nonc4N)c3C)c2)cc1	-8	0	-6	-6	0	-35	1.3	-7
COc1ccc(NC(=O)CSCC(=O)N2c3ccccc3CCc3ccccc32)cc1	-5	2	-13	-1	-3	-2	3.1	-11
O=C(N/N=C/c1ccc2c(c1)OCO2)c1ccc(COc2cccc3cccnc23)cc1	18	-13	-7	0	8	-143	0.9	-8
Cc1cc(=O)n2[nH]c(NCc3ccccc3F)nc2n1	7	19	-3	0	-2	9	-0.8	-1
Cc1cc(S(=O)(=O)N2CCN(c3ccccc3C)CC2)ccc1F	0	6	7	4	1	19	-4.1	45*
O=C(O)C1CCCCC1C(=O)NCCc1ccc(Cl)cc1 (centres undefined)	-15	-10	-5	7	-2	18	-0.1	8
COc1cc2cc(CN(C(=O)Nc3ccccc3)C3CCCC3)c(=O)[nH]c2cc1OC	-25	-16	7	7	-1	-428	4.2	5
CC1(C)COCN1C(=O)c1ccc(C#N)cc1	-8	-9	-5	2	0	24	0.0	4
O=C(Nc1ccccc1O)c1ccc(NS(=O)(=O)c2cccc3cccnc23)cc1	-10	-13	4	0	20*	9	-0.6	-1
